KCNQ2 block – KCNQ2 channel blockers in CHO-K1 cells – cell-based, FluxOR thallium flux, B-score, primary screen (AID 2156) | 20 min; hits give low values | B-score at 10 µM | 1.1% of 310,000 active;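 active means fluorescence ratio B-score at most minus 3 library SDs, with starting brightness B-score within 2 library SDs, cut at about -5.5 in these data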
Target sequence (O88943 whole entry, looked up): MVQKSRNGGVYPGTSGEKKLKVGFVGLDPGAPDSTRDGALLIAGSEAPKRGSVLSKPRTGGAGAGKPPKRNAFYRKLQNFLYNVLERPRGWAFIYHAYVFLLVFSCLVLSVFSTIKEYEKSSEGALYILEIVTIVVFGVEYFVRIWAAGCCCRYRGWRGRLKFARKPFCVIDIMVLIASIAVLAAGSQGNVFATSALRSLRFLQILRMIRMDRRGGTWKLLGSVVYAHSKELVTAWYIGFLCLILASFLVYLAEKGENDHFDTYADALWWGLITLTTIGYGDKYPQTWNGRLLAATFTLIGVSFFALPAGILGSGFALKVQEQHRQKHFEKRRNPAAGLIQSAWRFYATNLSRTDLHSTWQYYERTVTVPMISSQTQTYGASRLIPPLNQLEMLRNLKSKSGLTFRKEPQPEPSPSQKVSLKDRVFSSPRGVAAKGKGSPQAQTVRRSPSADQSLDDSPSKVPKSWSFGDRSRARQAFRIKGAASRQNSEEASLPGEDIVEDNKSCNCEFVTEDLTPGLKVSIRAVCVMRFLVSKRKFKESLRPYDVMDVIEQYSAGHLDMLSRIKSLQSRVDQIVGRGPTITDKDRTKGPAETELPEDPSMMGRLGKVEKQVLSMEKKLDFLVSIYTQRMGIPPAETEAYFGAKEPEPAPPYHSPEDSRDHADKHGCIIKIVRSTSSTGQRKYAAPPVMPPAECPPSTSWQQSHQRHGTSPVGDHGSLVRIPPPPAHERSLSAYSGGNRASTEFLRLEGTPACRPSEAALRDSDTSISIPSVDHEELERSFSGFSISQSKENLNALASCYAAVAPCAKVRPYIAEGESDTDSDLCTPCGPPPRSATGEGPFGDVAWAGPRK
CHT block – human CHT choline transport inhibition; B-score at 10 µM; AID 488975; 0.86% of 310,000 active; CHT-expressing cells, membrane potential dye, choline response; hits give low values;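 active means B-score over 3 SD under the library average, and starting fluorescence ratio not unusually high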;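 further: choline stimulus applied at its EC90 after an EC20 pre-addition; B-score computed on integrated fluorescence ratio after choline addition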
Kir21 block – blocks the mouse Kir2.1 inward-rectifier potassium channel. P35561. HEK293-Kir2.1, FluxOR thallium flux fluorescence; hits give low values. B-score at 10 µM. 0.85% of 310,000 active;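 active means fluorescence ratio B-score at or below minus 3 SD of library scores, with starting-brightness B-score within 2 SD, cut at about -4.2 in these data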;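 further: channel flux triggered by added potassium and thallium sulfate stimulus; B-score of peak minus minimum fluorescence over baseline after thallium stimulus; more negative B-score means stronger Kir2.1 block with less thallium influx; some compounds called inactive have numbers as strong as hits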
Starred values were filed as active, the others as inactive; i = inactive; x = no result given.

SMILES | KCNQ2 block | CHT block | Kir21 block
Cc1ccc(OCCOCCNC(C)(C)C)c([N+](=O)[O-])c1 | i | i | -1.4
COc1ccccc1NS(=O)(=O)c1ccc2oc(SCc3ccc(C#N)cc3)nc2c1 | i | i | -1.5
CCOc1ncccc1C(=O)Nc1nc(C(C)(C)C)cs1 | i | i | -0.21
COc1ccccc1CC(=O)Nc1ccc(S(=O)(=O)N2CCCCC2)cc1 | i | i | 0.33
COc1ccc(N(CC(=O)NCc2ccc(F)cc2)C(=O)Cn2nnc(-c3ccc(C)o3)n2)cc1OC | i | i | -0.01
CN(Cc1ccccc1)C(=O)Nc1ccc(Cl)cc1 | i | i | 0.04
CNc1nc(-c2c[nH]c3ccccc23)cs1 | i | i | -1
COc1cccc(C(=O)NC(=S)Nn2cnnc2)c1OC | i | i | 0.18
CN1C(=O)c2ccc(C(=O)NC3CCCCC3)cc2C1=O | i | i | -0.04
COc1cc(Cl)ccc1OCc1cc(C(=O)NC2CCc3ccccc32)no1 (stereo not given) | i | i | -0.99
Cc1ccc(/C=C2/SC(=S)N(CCC(=O)NCCCN3CCOCC3)C2=O)cc1 | i | i | -0.02
N#C/C(=C\c1ccco1)c1nc2ccccc2s1 | i | i | 0.04
O=C(COc1ncnc2scc(-c3ccccc3)c12)NC1CCCc2ccccc21 (stereo not given) | i | i | 0.16
O=S(=O)(Nc1cc(S(=O)(=O)N2CCOCC2)ccc1N1CCCC1)c1cccs1 | i | i | 0.07
Cc1nnc(SCC(=O)NC(=O)NCc2ccco2)s1 | i | i | 1.3
Cc1nccn1CCCN1C(=O)CNC1=S | i | i | 0.67
O=C(COC(=O)c1ccc2c(c1)OCO2)Nc1nc(-c2ccccc2)cs1 | i | i | 0.94
COc1ccc(NC(=O)CN2C(=O)NC3(CC(C)CC(C)(C)C3)C2=O)cc1S(=O)(=O)N1CCCCC1 (stereo not given) | -8.9* | i | -0.04
CCCNC(=O)N1CCCC(C(=O)c2cccc(Cl)c2)C1 (stereo not given) | i | -5.2* | 0.61
Cc1nnc(SCC(=O)NC2CCS(=O)(=O)C2)n1-c1ccccc1 (stereo not given) | i | i | 0.07
c1cnc2nc(CSc3ncn[nH]3)cn2c1 | i | i | -3.6
COC(=O)COc1ccc2oc(=O)cc(-c3cc4cccc(OC)c4o3)c2c1 | i | i | -0.6
N/C(=N\NS(=O)(=O)c1ccccc1Cl)c1ccccn1 | i | i | -0.04
CCOc1ccc(C(=O)CCN2CCCCC2)cc1 | i | i | 0.33
CC1CCN(S(=O)(=O)c2ccc(NC(=O)Cc3ccccc3)cc2)CC1 | i | i | -0.01
COc1ccc(CCNC(=O)Cn2cnc3c2c(=O)n(C)c(=O)n3C)cc1OC | i | i | 0.11
O=C(CNc1cccc(Cl)c1)c1ccc(Br)cc1 | i | i | 1.4
CCCCCC#CCC#CCC#CCC#CCCCC(=O)O | i | i | 0.01
CCSC(=Nc1ccccc1)N1CCOCC1 | i | i | -1.5
CC1CCCCN1C(=O)CSc1nc2cc3c(cc2c(=O)n1Cc1ccc2c(c1)OCO2)OCO3 (stereo not given) | i | i | -0.42
COC(Cc1n[nH]c(=S)n1-c1ccc(Cl)cc1)OC | i | i | -0.01
CN1CCN(c2ccccc2/C=C2/C(=O)Nc3ccccc32)CC1 | i | i | 0.26
O=C(C1CCC1)N1CCc2cc(S(=O)(=O)NCc3ccco3)ccc21 | i | i | 0.35
CCCn1c(CNC(=O)c2ccccc2)nc2ccccc21 | i | i | -1.2
CCN(CC)CC(C)OC(=O)COc1ccc(OC)cc1 (stereo not given) | i | i | 0.12
Cn1c(O)c(/C=N/Nc2ccccc2)c(=O)n(C)c1=O | i | i | 0.1
CCCCCCC[C@H](N)[C@H](O)C(=O)N(C)[C@@H](CCS(C)=O)C(=O)N[C@@H](Cc1ccc(O)cc1)C(=O)N[C@@H](Cc1ccc(O)cc1)C(=O)O (stereo not given in full) | i | i | -0.39
O=C(CCl)Nc1cn(-c2ccccc2)nc1-c1ccccc1 | i | i | 1.2
CC(C)=CC(=O)Nc1ccc(Br)cc1 | i | i | 1.4
O=C(CSc1cccc[n+]1[O-])Nc1cc(S(=O)(=O)N2CCOCC2)ccc1N1CCOCC1 | i | i | 0.13
CN(C)CC(C)(C)CNCc1cc(=O)oc2ccc3ccccc3c12 | i | i | -2.6
O=C(Nc1ccccc1)Nc1ccccc1C(=O)NCc1ccco1 | i | i | -0.77
Nc1[nH]c(N=NC(=O)c2ccc(F)cc2)c2ccccc12 | i | i | 0.1
CCOC(=O)c1ccc2ncc(C(=O)OCC)c(NCCN3CCOCC3)c2c1 | i | i | -1.6
CC(=O)Nc1ccc(NC(=O)c2ccc(CSc3ccccc3)o2)cc1 | i | i | -1.6
O=C(O)c1ccc2c(=O)n3c(nc2c1)/C(=C/c1ccc(Cl)c(Cl)c1)CC3 | i | i | 0.47
Cc1ccc(NC(=O)CN2CCc3cc4c(cc3C2)OCCCO4)cc1C | i | i | 0.28
COc1ccc(CCNC(=O)COC(=O)C2CCCCC2)cc1 | i | i | 1.9
COC(=O)c1c(SCC(=O)Nc2ccc(C)c(C)c2)nc(=O)[nH]c1C | i | i | -0.06
Clc1cccc(/C=N/Nc2nc(Cl)nc3ccccc23)c1 | i | i | 0.11
COc1ncccc1-c1nnn(-c2ccccc2)n1 | i | i | 0.18
CCOC(=O)CSc1nc2sc3c(c2c(=O)[nH]1)CC(C)(CC)OC3 (stereo not given) | i | i | 1.8
Cc1c(CNC2CCCC(C)C2C)c(C(=O)O)c(C)n1Cc1ccccc1 (stereo not given) | i | i | -0.88
NC(=O)CC[C@H](NC(=O)c1ccc(F)cc1)C(=O)OCC(=O)Nc1ccc(N2CCOCC2)cc1 | i | i | 0.41
COc1ccc(S(=O)(=O)N2CCOC2CNC(=O)C(=O)NCc2ccc3c(c2)OCO3)cc1 (stereo not given) | i | i | 0.56
Cc1nnc(NCc2ccco2)c2ccccc12 | i | i | -0.07
CC1(OC(=O)c2cccs2)C(=O)C=C2C=C(c3ccsc3)OC=C2C1=O (stereo not given) | i | i | 1.3
COc1ccc(CN2C(=O)NC3(CCCCCC3)C2=O)cc1F | i | i | 1.3
CCCOc1ccc(/C(O)=C2/C(=O)C(=O)N(CCN(C)C)C2c2ccc(O)c(OC)c2)cc1 (stereo not given) | i | x | -0.66
O=C(Nc1ccnn1C1CCN(Cc2ccc(OC(F)F)cc2)CC1)C1CCCC1 | i | i | -0.84

(continued)
SMILES | KCNQ2 block | CHT block | Kir21 block
O=C(CNC(=O)c1ccc(S(=O)(=O)N2CCCC2)cc1)N/N=C/c1ccccc1 | i | i | 1.2
O=[n+]1c2c(n([O-])c3cc(Br)ccc31)CCC2 | i | i | 2.3
O=c1c2cc(N3CCOCC3)ccc2[nH]c(=S)n1Cc1ccccc1Cl | i | i | 2
CC(C(=O)NC1CCCC1)N(C(=O)c1ccc(-c2ccccc2)[nH]1)c1ccccc1F (stereo not given) | -6.5* | i | -1.2
O=C(NCc1ccon1)c1ccc(OC2CCN(CCc3ccccc3)CC2)cc1 | i | i | 0.55
CC(C)(C)c1nc(S(=O)(=O)c2ccc(Cl)cc2)c(N2CCOCC2)o1 | i | i | -0.77
O=C(N/N=C/C1CC2CCC1C2)c1ccc2c(c1)OCO2 (stereo not given) | i | i | -0.31
COC(=O)c1cn(-c2ccccc2)nc1-c1cccnc1 | i | i | 1.8
CCOCCCNC(c1ccccc1)c1ccncc1 (stereo not given) | i | i | 2
C/C(=N\Nc1nc(-c2ccc(C)cc2C)cs1)c1cc2ccccc2oc1=O | i | i | -0.12
CCNC(=O)NC(=O)C(C)N1C(=O)NC(c2ccccc2)(c2ccccc2)C1=O (stereo not given) | i | i | -0.68
COc1cccc(-c2nnc(SCc3nc4ccccc4[nH]3)n2N)c1 | i | i | -0.26
CSc1nc(=NC(C)=O)ss1 | i | i | 1.4
Cc1oc(-c2cccc(Cl)c2)nc1CN1CCCC(C(=O)NCc2ccco2)C1 (stereo not given) | i | i | -1.8
CCOc1ccc(CNc2nnnn2C)cc1 | i | i | -0.56
CCc1ccc(C(=O)Nc2cc(C)ccc2F)s1 | i | i | -2.7
Clc1cc(/C=N\NC2=NCCN2)cc(Cl)n1 | i | i | 3.6
O=C(CSc1nc(=O)n2cc(Cl)ccc2n1)NCCc1ccccc1 | i | i | 0.91
COc1cc(OC)c(OC)cc1/C=C1\CC(C)C/C(=C\c2cc(OC)c(OC)cc2OC)C1=O (stereo not given) | i | i | -0.8
CC(C)OCCCNC(=O)Cc1ccc(Br)cc1 | i | i | 2.5

KCNQ2 block: entries above that show a hit
SMILES | KCNQ2 block | CHT block | Kir21 block
COc1ccc(NC(=O)CN2C(=O)NC3(CC(C)CC(C)(C)C3)C2=O)cc1S(=O)(=O)N1CCCCC1 (stereo not given) | -8.9* | i | -0.04
CC(C(=O)NC1CCCC1)N(C(=O)c1ccc(-c2ccccc2)[nH]1)c1ccccc1F (stereo not given) | -6.5* | i | -1.2

Next part
SMILES | KCNQ2 block | CHT block | Kir21 block
CC(=O)c1sc(N)c(C(=O)OC(C)C)c1C | i | i | 4
Cc1ccc(S(=O)(=O)N2CCC(C(=O)NNC(=O)c3cccnc3)CC2)cc1 | i | i | 0.93
Cc1nc2ccc(S(=O)(=O)NCC(=O)N3CCN(c4ccccn4)CC3)cc2s1 | i | i | -1.4
Cc1ccc(S(=O)(=O)N2CCN(CC(=O)N/N=C\c3ccc(Cl)c([N+](=O)[O-])c3)CC2)cc1 | i | i | -1.5
COc1ccc(CCNC(=O)CSc2nc3ccccc3c3nc(CCN4CCCCC4)nn23)cc1OC | i | i | -0.1
CCCN1C2CCCC1CC(NC(=O)c1ccc(Br)cc1)C2 (stereo not given) | i | i | 1.1
CCOC(=O)c1c(S(=O)(=O)NCCc2ccco2)c(C)n(C)c1C | i | i | 0.49
Clc1ccc(-c2nnc(CSc3nnc(-c4cccs4)o3)o2)cc1 | i | i | 2.5
Clc1ccccc1Cc1noc(CN2CCCCC2c2ccccn2)n1 (stereo not given) | i | i | 1.3
COc1cccc(N2CCN(c3ccc4nnc(CCC(=O)Nc5ccc(OC)c(OC)c5)n4n3)CC2)c1 | i | i | 0.59
COc1ccc(C(OCC(O)CN(C)C2CCCCC2)c2ccc(OC)cc2)cc1 (stereo not given) | i | i | -2.4
CN(CC(=O)Nc1cccc(F)c1)CC(=O)Nc1ccc(Cl)cc1[N+](=O)[O-] | i | i | 0.52
Cc1c(N(C)C)nc2ccccc2c1N | i | i | 0.13
CCCNC(=O)C1CC(c2ccccc2C(F)(F)F)=NO1 (stereo not given) | i | i | -0.2
COc1ccc(CCC(=O)NCCS(=O)(=O)N2CCN(c3ccccc3OC)CC2)cc1 | i | i | -0.48
COc1cc(-c2n[nH]c(=S)n2C(C)c2ccccc2)cc(OC)c1OC (stereo not given) | i | i | -4.3*
COc1cc(S(=O)(=O)N(Cc2ccco2)C2CCCC2)ccc1-n1cnnn1 | i | i | -0.01
CC(C)c1ccc(NC2CCCN(C(=O)c3ccccc3-c3ncc[nH]3)C2)cc1 (stereo not given) | i | i | 0.87
Cc1sc(NC(=O)CSc2nnnn2C(C)C)c(C#N)c1C | i | i | -0.47
Cc1ccc(S(=O)(=O)CCC(=O)Nc2nnc(CC(C)C)s2)cc1 | i | i | 0.9
Nc1nonc1-n1nnc(C(=O)N/N=C/c2ccncc2)c1CSc1ccccc1 | i | i | -2.5
COc1ccc2ccc3c(c2c1)N=CC1(O3)N(C)c2ccccc2C1(C)C (stereo not given) | -8.2* | i | -1.2
COc1ccc2[nH]c(=O)c(CN(C(=O)c3cccnc3)c3cc(C)ccc3C)cc2c1 | i | i | -0.31
O=C(NCCCCc1ccccc1)C1CCCC1 | i | i | 0.57
COc1ccc(-c2nc(C#N)c(NCCc3ccccc3)o2)cc1OC | i | i | -0.4
O=C(NCC(=O)N(c1ccccc1)C(C(=O)NC1CCCC1)c1cccnc1)c1cccs1 (stereo not given) | i | i | -1.2
Cn1cc(Cl)c(C(=O)Nc2nc3ccccc3s2)n1 | i | i | 0.26
Cc1ccccc1CCN(C(=O)Cn1nnc2ccccc21)C(C(=O)NCC1CCCO1)c1nc2ccccc2n1C (stereo not given) | i | i | 0.05
COc1ccc(-c2cc(C(F)(F)F)nc(SCC(=O)Nc3sc4c(c3C#N)CCC4)n2)cc1 | i | i | -0.43
Cc1cccc(C2CC(c3ccccc3)Nc3nc(N)nn32)c1 (stereo not given) | i | i | 2
O=C(NNC(=O)c1ccc(NC(=O)c2ccccc2)cc1)Nc1ccccc1 | i | i | 0.42
O=C(COc1ccccc1Cl)Nc1ccc2c(c1)OCCO2 | i | i | 0.38

Profiles, quoted from the list. Values in the order: KCNQ2 block	CHT block	Kir21 block
Entry for O=C(NNC(=O)c1ccc(NC(=O)c2ccccc2)cc1)Nc1ccccc1 = i	i	0.42
Entry for COc1ccc2ccc3c(c2c1)N=CC1(O3)N(C)c2ccccc2C1(C)C (stereo not given) = -8.2*	i	-1.2
Entry for Cc1cccc(C2CC(c3ccccc3)Nc3nc(N)nn32)c1 (stereo not given) = i	i	2
Entry for COc1ccc(-c2cc(C(F)(F)F)nc(SCC(=O)Nc3sc4c(c3C#N)CCC4)n2)cc1 = i	i	-0.43
Entry for Nc1nonc1-n1nnc(C(=O)N/N=C/c2ccncc2)c1CSc1ccccc1 = i	i	-2.5

Molecules from the list above containing a CF3 group, in the order listed:
SMILES | KCNQ2 block | CHT block | Kir21 block
CCCNC(=O)C1CC(c2ccccc2C(F)(F)F)=NO1 (stereo not given) | i | i | -0.2
COc1ccc(-c2cc(C(F)(F)F)nc(SCC(=O)Nc3sc4c(c3C#N)CCC4)n2)cc1 | i | i | -0.43

Assay outcomes: PubChem BioAssay, Johns Hopkins Ion Channel Center
